# Granule exo inh: blocks lytic granule exocytosis; inhibition, % at 10 µM; 360,000 compounds, 0.66% hits; AID 651702; TALL-104 LAMP-1 surface exposure, flow cytometry; cells stimulated with thapsigargin and PMA;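 active = inhibition above about 55%, limit read from the data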
# CaV13 FRET inh: Disruptors of the CACNA1D IQ motif to Ca2+-dependent inactivation inhibitor domain association, primary screening, Förster resonance energy transfer in intact living … | HEK cells, CFP/YFP FRET ICDI-IQ, plate reader, 10 min; percent FRET-ratio fall versus neutral wells | inhibition, % at 12.3 µM | 340,000 compounds, 0.098% hits | AID 743397;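 active = mean replicate inhibition of at least 30% and at least 1% of replicates passing that level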;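 also: 0% = median of the neutral control wells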
# Cardio protect: protects H9c2 cardiomyocytes from peroxide injury. H2O2 injury protection, ATPLite, 2 h. 360,000 compounds, 0.63% hits. AID 588492. protection from H2O2 cell death, % at 20 µM;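 active = compounds giving at least 50% protection of heart cells from peroxide-induced death in the single-dose screen, raw or plate-pattern-corrected value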;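 also: 0% = DMSO wells with peroxide and 100% = DMSO wells without peroxide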
# ABHD5 PLIN5 PPI: inhibitors of human ABHD5-perilipin-5 interaction. Q00G26+Q8WTS1. Split G. princeps luciferase complementation, luminescence, 4 h. inhibition, % at 4 µM. 360,000 compounds, 0.78% hits. AID 602281;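 active = inhibition above the mean inhibition across every tested compound plus 3 SD, cut at about 22% in these data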;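 also: 0% = DMSO only wells and the 100% control is not disclosed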
# HTR2A ag: activates the mouse 5-HT2A serotonin receptor; 360,000 compounds, 0.66% hits; CHO-K1 mHTR2A beta-arrestin complementation, luminescence; percent of 30 µM serotonin response; P35363; activation, % at 7.6 µM; AID 624169;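 active = activation above a run cutoff, the mean activation of all tested compounds plus 3 SD, cut at about 14% in these data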;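 also: 0% = plate median of compound wells and 100% = 30 µM serotonin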
# MC4R antagonist: human MC4R antagonism in cAMP assay; MC4R-expressing cells, MTII-stimulated cAMP, LANCE TR-FRET; inhibition, % at 6.5 µM; AID 540295; 360,000 compounds, 0.48% hits;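 active = inhibition above its plate's cutoff, the mean of tested wells on that plate plus 3 SD, cut at about 29% in these data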;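 also: 0% = Melanotan II alone and 100% = Melanotan II plus saturating MCL0020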
# Target sequence (P32245 whole entry, looked up): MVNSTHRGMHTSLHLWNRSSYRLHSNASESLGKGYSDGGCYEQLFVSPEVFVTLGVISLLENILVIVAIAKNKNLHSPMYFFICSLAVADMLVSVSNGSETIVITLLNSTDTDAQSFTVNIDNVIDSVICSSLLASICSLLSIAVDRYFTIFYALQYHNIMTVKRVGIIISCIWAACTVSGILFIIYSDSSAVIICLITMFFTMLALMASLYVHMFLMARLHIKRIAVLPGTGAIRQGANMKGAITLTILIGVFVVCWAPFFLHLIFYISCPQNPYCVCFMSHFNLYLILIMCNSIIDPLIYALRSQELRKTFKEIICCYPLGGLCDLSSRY
#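 System: U2OS cells stably expressing human melanocortin 4 receptor (MC4R). Reagent: Melanotan II challenge after compound preincubation. Doses: 6.5 µM. Times: 30-min compound, 1-h challenge, 1-h detection, room temperature. Measured by: TR-FRET with Eu-cAMP and labeled anti-cAMP, 671 nm. Replicates: singlicate.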
# PDI inh: PDI (human) enzyme inhibition; PDI insulin aggregation turbidity, A650, 90 min; 350,000 compounds, 0.052% hits; inhibition, % at 10 µM; P07237;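 active = mean inhibition across replicates of 30% or more, whatever share of single replicates reach that level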;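 also: absorbance from insulin aggregation driven by PDI reduction with DTT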
# Target sequence (P07237 whole entry, looked up): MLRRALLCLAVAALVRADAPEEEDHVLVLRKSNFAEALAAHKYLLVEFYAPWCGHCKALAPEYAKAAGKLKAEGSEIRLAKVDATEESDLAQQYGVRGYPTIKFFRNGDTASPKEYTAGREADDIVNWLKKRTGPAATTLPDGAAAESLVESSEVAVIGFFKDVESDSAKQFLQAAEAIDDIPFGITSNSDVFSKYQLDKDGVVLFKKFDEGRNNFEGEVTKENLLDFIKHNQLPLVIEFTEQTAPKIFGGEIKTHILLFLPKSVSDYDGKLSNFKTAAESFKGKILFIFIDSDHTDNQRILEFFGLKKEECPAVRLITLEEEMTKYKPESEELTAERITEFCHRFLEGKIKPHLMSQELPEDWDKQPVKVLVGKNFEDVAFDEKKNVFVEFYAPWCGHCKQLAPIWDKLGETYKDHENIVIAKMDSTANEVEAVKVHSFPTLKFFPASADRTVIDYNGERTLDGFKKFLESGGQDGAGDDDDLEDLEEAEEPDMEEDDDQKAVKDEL
# Glyco luc inh: N-linked glycosylation inhibition; D54 ERlucT glycosylation luciferase reporter, 24 h; percent of 100 nM tunicamycin response; reporter increase, % at 12.5 µM; 360,000 compounds, 0.23% hits; AID 588692;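 active = mean luciferase reporter signal, scaled so untreated is 0 and the glycosylation-blocking control 100, at or above a set limit in every replicate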;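 also: luciferase carries N-glycosylation sites so blocking glycosylation raises the light; 0% = median of neutral control wells and 100% = median of 100 nM tunicamycin wells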
# ABCB6 inh 2: inhibitors of human ABC transporter ABCB6; AID 602162; fluorescence ratio to DMSO, % at 10 µM; K562-ABCB6 porphyrin accumulation, flow cytometry, 1 h; stronger effect = lower value; 360,000 compounds, 0.19% hits;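 active = fluorescence ratio to DMSO below 75%, the collection mean minus 3 SD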;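 also: signal is porphyrin accumulated inside mitochondria; 100% equals median channel fluorescence of DMSO control wells; lower ratio means ABCB6 inhibition with less porphyrin fluorescence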
# MC4R barr agon: agonists of human melanocortin 4 receptor (MC4R) beta-arrestin; P32245; activation, % at 8.9 µM; U2OS MC4R beta-arrestin complementation, luminescence; percent of melanotan II response, DMSO zero; 360,000 compounds, 0.98% hits;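 active = activation above a per-plate cutoff, the mean activation of sample wells on that plate plus 3 SD, cut at about 8% in these data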
# Active calls of the source: *; . = not tested or not shown; & = joins results of further samples. Not all compounds are listed. The share of hits here may be higher or lower than overall.
SMILES,Granule exo inh,CaV13 FRET inh,Cardio protect,ABHD5 PLIN5 PPI,HTR2A ag,MC4R antagonist,PDI inh,Glyco luc inh,ABCB6 inh 2,MC4R barr agon
Cc1ccc(NC(=O)c2cc(-c3ccccc3)n(CCCN3CCOCC3)c2C)cc1,8,-15,-5,-1,-6,0,-2,0,98,-0.7
CC(=NCCc1ccccc1)c1c(O)n(C)c(=O)n(C)c1=O,-5,-5,3,-6,1,3,-1,1,97,3.4
Cc1sc2c(c1C)C(c1cccs1)=NCC(=O)N2CC(=O)NCc1cccs1,-4,-8,-1,2,-2,19,-3,-4,96,1.5
O=C1NC(=O)N(Cc2ccco2)C(=O)/C1=C\c1cccn1CCOc1ccccc1,-4,-5,3,-5,0,4,-1,0,100,0.0
CCN1C(=O)C(=C2C=C(C)N(Cc3ccco3)C(C)=C2)C(=O)N(CC)C1=S,2,-4,1,7,2,-13,5,1,90,-0.3
COc1ccc(CNCCc2ccc(Cl)cc2)c(OC)c1OC,32,-20,-6,7,2,0,-2,1,102,-0.2
CCC1(c2ccc(C)cc2)C(=O)NC(=S)NC1=O,-8,-7,5,13,6,.,.,1,100,.
CC(C)N1CCN(Cc2cccc([N+](=O)[O-])c2)CC1,9,-4,2,-3,0,0,1,1,100,-1.9
Cc1ccc(S(=O)(=O)Oc2ccccc2C=C2C(=O)NC(=O)NC2=O)cc1,10,-6,1,21,-9,6,-3,2,77,-1.7
Cc1ccc(N2C(=O)/C(=C/N3CCN(C(=O)c4ccco4)CC3)C(=O)NC2=S)cc1C,2,-5,-2,4,1,-3,-1,2,104,-1.4
O=c1[nH]c(=O)n(-c2cccc3ccccc23)c(O)c1C=NCc1ccc2c(c1)OCO2,-9,-6,3,0,-4,4,-6,1,97,0.0
CN1CCc2nc3sc(C(=O)NC(C)(C)C)c(N)c3cc2C1,1,-4,14,-3,-2,-9,-1,1,95,3.7

# Overlap with the part before: four entries, followed by the next part.
SMILES,Granule exo inh,CaV13 FRET inh,Cardio protect,ABHD5 PLIN5 PPI,HTR2A ag,MC4R antagonist,PDI inh,Glyco luc inh,ABCB6 inh 2,MC4R barr agon
Cc1ccc(S(=O)(=O)Oc2ccccc2C=C2C(=O)NC(=O)NC2=O)cc1,10,-6,1,21,-9,6,-3,2,77,-1.7
Cc1ccc(N2C(=O)/C(=C/N3CCN(C(=O)c4ccco4)CC3)C(=O)NC2=S)cc1C,2,-5,-2,4,1,-3,-1,2,104,-1.4
O=c1[nH]c(=O)n(-c2cccc3ccccc23)c(O)c1C=NCc1ccc2c(c1)OCO2,-9,-6,3,0,-4,4,-6,1,97,0.0
CN1CCc2nc3sc(C(=O)NC(C)(C)C)c(N)c3cc2C1,1,-4,14,-3,-2,-9,-1,1,95,3.7
O=c1c2ccccc2nc(-c2ccco2)n1-c1cccnc1,1,0,5,-23,1,-2,5,1,88,0.7
Cc1nc2ccccc2c(=O)n1-c1cccc(O)c1,2,-6,-6,4,1,10,-9,1,98,-1.1
Cc1cc(Br)c(NC(=O)CN2CC=C(c3ccccc3)CC2)c(Br)c1,-8,-4,-9,-1,-1,6,12,-3,99,-1.5
CC(=NCc1ccco1)c1c(O)n(-c2ccc(Cl)cc2)c(=O)[nH]c1=O,3,-5,2,3,-1,3,-4,-1,98,-2.6
Cn1c(O)c(C=NCCN2CCNCC2)c(=O)[nH]c1=O,-4,-5,3,0,1,8,1,2,96,-0.9
CCN1C[C@]2(COC)CC[C@H](OC)[C@@]34C1[C@]1(OCO[C@@]15C[C@H](OC)[C@H]1C[C@@H]3[C@@H]5[C@H]1OC)[C@@H](O)[C@H]24,-4,-5,-3,4,-1,13,6,22,108,1.3
CC(=O)OC1CC[C@]2(C#N)[C@H]3CC[C@]4(C)[C@H](C5C=CC(=O)O5)CCC4(O)C3CCC2(O)C1 (some centres not stated),-12,-4,-1,4,6,15,-5,20,102,14*
COc1ccc(-n2nnnc2C(CCSC)N2CCC3(CC2)C(=O)NCN3c2ccccc2)cc1 (configuration not stated),0,-8,9,3,4,.,.,-2,88,.
COC(=O)C1=C(c2ccc(OC)c(OC)c2)C[C@@H]2CC[C@H]1N2C(=O)NCCO,-5,-11,4,-3,0,-5,1,3,95,2.0
CCOC(=O)C(O)(c1ccc(N)c(OC)c1)C(F)(F)F (configuration not stated),3,1,4,-5,-3,-3,-7,2,102,-0.8
Clc1ccc(C(Cn2ccnc2)OCc2csc3c(Cl)cccc23)c(Cl)c1 (configuration not stated),-1,-5,-11,-2,-13,-2,0,-5,96,-1.8
Oc1ccc(Cl)c(Cl)c1,6,.,-7,5,0,5,.,3,92,1.4
COC(=O)c1ccc(N2C(=O)CC(N3CCC(n4c(=O)[nH]c5ccccc54)CC3)C2=O)cc1 (configuration not stated),20,-6,-8,7,-2,-14,0,0,89,1.6
O=c1[nH]c(=O)n(Cc2ccco2)c(O)c1C=NC1CC1,-4,-6,-1,10,3,-4,-4,1,123,1.2
CC(=NCCCN1CCOCC1)c1c(O)n(Cc2ccccc2)c(=O)[nH]c1=O,-3,.,1,-5,0,19,-2,1,95,-1.2
O=C1C2C3CCC(O3)C2C(=O)N1c1cccc(F)c1 (configuration not stated),-1,-19,2,-1,-3,4,11,0,96,0.6
CN(C)c1ccc(/C=C2\C(=O)NC(=O)N(CCc3ccc(F)cc3)C2=O)cc1,5,-5,8,-27,1,21,3,5,113,0.0
COc1ccc(CC2(CCc3ccccn3)C(=O)NC(=O)N(c3ccccc3C)C2=O)cc1OC (configuration not stated),-2,-5,2,-3,1,3,0,1,82,-2.6
CN1C(=O)C(Cc2nc3ccccc3c(=O)n2-c2ccccc2)c2ccccc21 (configuration not stated),2,-4,3,-5,-2,-4,0,-1,91,-1.0
CC12CC[C@H]3[C@@H](CCC4(O)C[C@H](O)CCC34/C=N/NC(=O)c3ccccc3[N+](=O)[O-])C1(O)CCC2C1=CC(=O)OC1 (some centres not stated),-14,-8,5,4,0,-5,2,30*,102,4.3
O=C(CN1CC(c2ccccc2)CC1=O)Nc1cccc(F)c1 (configuration not stated),5,-6,-1,10,3,-4,.,1,98,2.4
COc1ccccc1NC1=NCCS1,1,-5,-1,-4,-3,14,7,3,97,-0.2
COc1ccc(C=O)cc1O,-1,-5,4,-6,4,3,1,0,96,-1.5
CC(Cc1ccccc1Sc1ccc(O)cc1)N(C)C (configuration not stated),1,.,12,-1,-11,-3,17,-3,91,-2.4
CSc1nnc([C@@H](N)Cc2ccccc2)o1,-2,-5,-3,1,-1,0,1,2,96,-1.3
COc1ccc(CN2C(=O)CC(=O)NC2=S)cc1,3,-5,-7,-3,2,5,12,-1,102,-3.8
O=C(C1CC(c2ccc(Cl)c(Cl)c2)=NO1)N1CCC2(CC1)OCCO2 (configuration not stated),-1,.,-4,9,0,-1,-3,0,99,-0.7
COc1ccc(CCn2c(O)c(C=Nc3ccc(NC(C)=O)cc3)c(=O)[nH]c2=O)cc1OC,2,-2,8,2,-2,-2,9,-2,93,-1.6
Nc1c(C(=O)OC2CCCCC2)c2nc3ccccc3nc2n1CC1CCCO1 (configuration not stated),4,-3,16,-22,-1,3,0,3,91,-1.5
N=C(N)c1c(O)n(C2CCCCC2)c(=O)n(C2CCCCC2)c1=O,0,-6,-31,-42,1,9,-5,-3,98,5.1
Nc1cncc(C(=O)O)c1,6&-1,-4&-4,2&4,12&0,-2&-3,1&5,-1&-7,1&0,100&104,1.8&1.1
C[C@]12CCC(=O)CC1CCC1C2CC[C@]2(C)C(OC(=O)CCC(=O)O)CCC12 (some centres not stated),-8,-21,-3,5,-3,-2,-6,2,94,-1.2
CCc1ccc(N2C(=O)NC(=O)/C(=C/c3cccn3CCOc3ccc(C(C)CC)cc3)C2=O)cc1 (configuration not stated),0,-15,4,-3,2,12,-7,.,99,-1.9
CC1=NOC2(C)Nc3ncnn3C(c3ccccc3)C12 (configuration not stated),-5,-4,5,0,-2,-1,-6,2,87,-1.4
Cc1nc2ccccc2c(=O)n1-c1cccc([N+](=O)[O-])c1,-2,3,-2,-4,3,9,-1,0,99,-1.1
CN1OC[C@@H]2CN[C@H](c3ccc(Br)cc3)C[C@@H]21,1,-5,8,-8,-2,15,-5,1,100,-0.3
CN1CCN(S(=O)(=O)c2cnc(Cl)c(Br)c2)CC1,0,-6,-3,0,1,7,-4,-3,100,-1.7
CC(=O)N1CC(=O)Nc2ccc(Cl)cc2C1c1ccc(F)cc1 (configuration not stated),7,-7,-1,-7,-5,10,11,2,105,-1.8
Cc1nn(Cc2ccccc2)c(Cl)c1C(=O)NC1CCCc2ccccc21 (configuration not stated),-1,-3,6,-4,8,3,8,-2,77,-1.1
CCC(=O)O[C@@H]1[C@@H](OC(C)=O)[C@@]2(O)C(C[C@H](O)C2(C)C)[C@](C)(O)[C@H]2CC[C@@H]3[C@@H](O)[C@]12C[C@@]3(C)O (some centres not stated),-1,-11,-1,-5,2,14,-3,-1,102,-0.3
CCC(C)n1c(O)c(C=NCc2cccnc2)c(=O)[nH]c1=S (configuration not stated),2,-3,4,5,0,11,9,0,101,2.0
CC1C(OC(=O)CCC(=O)NC(C)(C)CO)O[C@H]2OC3(C)CC[C@H]4[C@H](C)CCC1C24OO3 (some centres not stated),0,-3,4,0,3,16,0,10,99,1.3
CCC12CN3CCN(CC(C3)/C1=N/NC(=O)c1ccncc1)C2,3,-2,3,-4,-2,15,-6,1,97,0.5
CC(C)CCP(=O)(O)c1ccccc1,1,-6,8,0,2,-5,-2,-1,94,-1.7
CC(Cc1ccccc1)NC(=O)Cc1ccc(N(C)C)cc1 (configuration not stated),-4,-3,0,4,-2,-1,0,1,89,-1.8
O=c1[nH]c(O)c(N=Nc2ccc3c(c2)OCCO3)c(=O)[nH]1,1,-1,-14,3,-3,-19,-2,-16,104,-3.1
COc1cc(OC)c(OC)cc1CNCCc1cccc(F)c1,24,-19,3,6,4,7,0,0,103,0.4
Cc1cc(NC(=O)COC(=O)c2c(C)nn(Cc3ccccc3)c2Cl)no1,3,-5,6,-3,7,4,-4,-7,96,-0.8
CCOc1cccc(=NC2CCCCC2)c2c(C)n(C)c(C)c12,43,-6,-17,8,6,6,-1,-4,113,7.3
O=c1[nH]c(CN2CC=C(c3ccccc3)CC2)nc2scc(-c3cccs3)c12,-1,-8,2,2,-5,13,6,-1,104,-1.8
O=C(NCC1=C(c2cccc3ccccc23)C[C@@H]2CC[C@H]1N2Cc1ccco1)c1ccc([N+](=O)[O-])cc1,-3,-9,12,4,-5,2,-10,-8,99,3.2
O=C1CN=C(c2ccccc2F)c2cc(Cl)ccc2N1,4,-5,-13,-7,-4,8,1,1,97,1.1

# Screening results deposited in PubChem by several laboratories.
